Source: PubChem BioAssay (several laboratories)
STK33 inh – human STK33 kinase inhibition | AID 2661 | purified STK33, MBP phosphorylation, ADP-Glo luminescence | Q9BYT3 | 320,000 compounds, 0.073% hits | inhibition, % at 10 µM;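 active = inhibition at or above 25%, using the most active replicate where run in duplicate; inactive = inhibition below 25%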
Target sequence (Q9BYT3 whole entry, looked up): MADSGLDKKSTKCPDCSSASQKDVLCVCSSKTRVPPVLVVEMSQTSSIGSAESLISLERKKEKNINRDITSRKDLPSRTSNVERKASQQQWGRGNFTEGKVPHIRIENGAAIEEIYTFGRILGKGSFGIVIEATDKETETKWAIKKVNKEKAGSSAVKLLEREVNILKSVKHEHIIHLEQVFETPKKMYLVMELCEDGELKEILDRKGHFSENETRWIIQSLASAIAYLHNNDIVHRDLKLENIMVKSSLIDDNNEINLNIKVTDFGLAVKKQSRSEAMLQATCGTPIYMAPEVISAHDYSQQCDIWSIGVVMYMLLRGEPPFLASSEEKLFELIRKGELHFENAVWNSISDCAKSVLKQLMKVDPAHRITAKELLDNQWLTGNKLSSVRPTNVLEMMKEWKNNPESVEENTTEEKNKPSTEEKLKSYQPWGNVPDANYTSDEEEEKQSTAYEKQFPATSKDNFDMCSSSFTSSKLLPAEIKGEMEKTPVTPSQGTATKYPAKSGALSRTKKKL
OX1R antag-1 – antagonists of human orexin 1 receptor | O43613 | CHO/OX1R cells, Fluo-8 calcium fluorescence, orexin A | inhibition, % at 5 µM | 330,000 compounds, 0.43% hits | AID 434989;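 active = inhibition above its plate's threshold, mean inhibition of all tested compounds on the plate plus 3 SD, cut at about 37% in these data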;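 note: 0% = orexin A challenge wells and 100% = SB-334867-A antagonist wells; not every result past the cut was called active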
Target sequence (O43613 whole entry, looked up): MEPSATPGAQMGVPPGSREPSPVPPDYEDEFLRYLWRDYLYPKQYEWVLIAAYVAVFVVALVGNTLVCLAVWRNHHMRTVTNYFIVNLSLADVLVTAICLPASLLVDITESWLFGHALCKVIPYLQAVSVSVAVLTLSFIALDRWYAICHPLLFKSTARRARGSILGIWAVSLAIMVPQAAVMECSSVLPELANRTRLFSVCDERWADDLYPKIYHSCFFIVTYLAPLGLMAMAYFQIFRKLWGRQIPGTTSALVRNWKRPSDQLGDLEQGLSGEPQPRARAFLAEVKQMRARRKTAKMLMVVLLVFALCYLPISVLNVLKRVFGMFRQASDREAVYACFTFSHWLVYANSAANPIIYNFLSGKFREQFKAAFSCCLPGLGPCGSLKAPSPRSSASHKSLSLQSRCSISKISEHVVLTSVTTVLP
OX1R antag-2 – antagonists of human orexin 1 receptor (OX1R) | inhibition, % at 6.6 µM | AID 485270 | 330,000 compounds, 1.8% hits | OX1R-expressing cells, FRET antagonist read-out; in the data active = inhibition mostly above about 38%, no sharp cut-off; inactive = mostly below about 40%;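 note: 0% = agonist challenge alone and 100% = reference antagonist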
An asterisk follows results filed as active; / = no result given.

SMILES	STK33 inh	OX1R antag-1	OX1R antag-2
COc1cccc(Nc2nc(CN3CCOCC3)nc3sc4c(c23)CCCC4)c1	-0.6	-25	28
Cc1ccc2nc(SCC(=O)NC3CCCc4ccccc43)[nH]c2c1 (stereo not drawn)	0.5	12	73*
CCCc1nn(C)c(C(=O)Nc2cccc(CC)c2)c1Cl	-0.5	-25	4
COc1ccc(C(NC(=O)CN2CCCCCC2)c2ccc(OC)cc2)cc1	-0.9	-30	12
CCCc1cc(=O)n2[nH]cnc2n1	-0.8	-1	9
O=C(O)CC/C(=N\Nc1ccc(S(=O)(=O)N2CCOCC2)cc1[N+](=O)[O-])c1cccs1	1.0	-22	61
O=C(CSc1ccccn1)c1ccc2c(c1)OCO2	2.5	-13	17
O=C(COc1ccc(Br)cc1)N(Cc1ccccc1)c1ccccn1	/	-8	18
Cc1ccc(S(=O)(=O)NN2C(=O)c3ccccc3NC2c2cccc(O)c2)cc1 (stereo not drawn)	-0.2	-19	20
Cc1ccc(C(=O)NCC(=O)Nc2cccc(C(F)(F)F)c2)cc1	/	-8	20
Cc1onc(-c2c(Cl)cccc2Cl)c1C(N)=S	-1.0	-9	-1
CCOc1ccc(Oc2nc(Nc3ccc(C)cc3)nc(N(C)C)n2)nn1	1.1	-31	31
Cn1cc([N+](=O)[O-])c(C(=O)N/N=C/c2ccc3c(c2)OCO3)n1	0.1	5	35
COc1ccc(N2C(=S)N=C(Nc3ccccc3)C23CCCCC3)cc1	-1.2	-6	1
O=C(NCSc1ccnc(SCNC(=O)c2ccccc2)n1)c1ccccc1	-2.1	9	-1
Cc1ccccc1OCC(=O)NCCc1nc2ccccc2[nH]1	-1.8	-17	26
O=C(Nc1ccc(F)cc1)Oc1ccc[nH]c1=O	-0.3	-1	2
C/C(=N/Nc1ccc(C(=O)O)cc1)c1ccc(O)c(O)c1O	0.7	4	23
NNC(=O)c1c(O)c2cccc3c2n(c1=O)CCC3	-0.2	-6	10
CC(=O)C(CC(=O)N1CCCC1)C(=O)Nc1ccc(Cl)cc1 (stereo not drawn)	-1.0	-13	-2
OC[C@@H](O)[C@@H](O[C@H]1O[C@H](CO)[C@@H](O)[C@H](O)[C@H]1O)[C@H](O)[C@@H](O)CO	-0.5	-3	5
CS/C(=N\S(=O)(=O)c1cccs1)Nc1ccc(F)c(Cl)c1	-2.9	-12	14
Cc1sc2ncnc(Nc3ccc(N4CCOCC4)cc3)c2c1-c1ccccc1	-1.7	-17	8
Cc1ccccc1C(=O)Nc1sc2c(c1C(=O)O)CCC2	0.2	-19	34
O=C(OCCNc1ccc(C(F)(F)F)cc1[N+](=O)[O-])c1cc2ccccc2oc1=O	-1.6	-15	3
COc1ccc(OC)c(-c2nn(-c3ccccc3)cc2C(=O)NCC2CCCO2)c1 (stereo not drawn)	0.3	-19	9
CC(=O)OC(c1nc2ccccc2c(=O)n1C1CC2(OC1=O)c1ccccc1N1C(=O)C(C)(C)N(O)C12)C(C)C (stereo not drawn)	3.2	-47	-3
Cc1ccc(S(=O)(=O)Nc2ccc(C(=O)NCc3ccccn3)cc2)cc1	-2.5	4	5
Cc1ccc(NC(=O)CS(=O)(=O)c2c[nH]c3ccccc23)c(C)c1	-0.4	-9	18
O=C(CSc1n[nH]c(=O)[nH]c1=O)NC1CCCCC1	-0.7	-17	19
Cc1ccc(NC(=O)CNC(=O)c2sc3ccccc3c2Cl)nc1	-2.0	-28	15
COc1cc2c(cc1OC)C(=O)CC(C)S2 (stereo not drawn)	0.9	-10	11
Cc1ccc(SCc2cc(-c3ccc(Cl)cc3)on2)cc1	-0.1	-16	19
COc1ccccc1CN1CC(C(=O)NCCC2=CCCCC2)CCC1=O (stereo not drawn)	-1.1	-22	6
CC(/C=N/O)Cc1ccc2c(c1)OCO2 (stereo not drawn)	-1.8	-15	16
CC(Sc1nnc(N)s1)c1ccccc1Cl (stereo not drawn)	1.0	3	20
COc1ccc(NC(=O)CN(C)C(=O)Cn2cnc3c2c(=O)n(C)c(=O)n3C)cc1	-1.0	-8	21
Cc1nnc(SC(C)C(=O)Nc2ccc3ccccc3c2)[nH]c1=O (stereo not drawn)	0.9	-12	21
COc1ccc(OC)c(NS(=O)(=O)c2ccc(Br)s2)c1	1.2	-3	33
NC(=O)NC(CC(=O)NCCc1ccc(S(N)(=O)=O)cc1)c1ccccc1Cl (stereo not drawn)	-2.7	-11	9
CCOC(=O)C(C)Oc1cccc2c(=O)n(CC(=O)NCCc3ccccc3)ccc12 (stereo not drawn)	-1.0	-16	26
COc1ccc(OC)c(S(=O)(=O)Nc2cc3c4c(c2)CCC(=O)N4CCC3)c1	-0.9	-14	2
O=C1c2cccc3c([N+](=O)[O-])ccc(c23)C(=O)N1O	-0.4	-14	21
Cc1ccc2c3c([nH]c2c1C)-c1nonc1CC3	0.4	-19	27
O=C(NCCCN1CCCC1)C1CCC(=O)N1C1CCCCC1 (stereo not drawn)	-1.3	4	15
O=c1cc(-c2ccc(O)c(O)c2)oc2cc(O)cc(O)c12	-0.8	2	6
Cc1ccc(CCNC(=O)CNC(=S)N(Cc2ccccc2)Cc2cccnc2)cc1	0.3	-32	12
CCCS(=O)(=O)N1CCCC(C(=O)NCCCN(C)c2ccccc2)C1 (stereo not drawn)	0.8	-4	10
O=C(N/N=C/C1=Cc2ccccc2OC1)c1ccncc1	-2.2	-9	4
COc1ccc(-c2csc(Nc3ccc(S(=O)(=O)Nc4cc(C)on4)cc3)n2)cc1C	-2.0	8	25
O=C(CSc1nnc(CNC(=O)c2cccs2)o1)Nc1ccccc1	-0.7	-13	12
O=C(CN1C(=O)CCSc2ccccc21)NC1CCCCC1	-1.1	-3	10
C[N+]1(CC(=O)OCCCc2ccccc2)CCCCC1	-0.1	0	22
Cc1nc(C)n(C(C)CNS(=O)(=O)c2ccc(C)c(C)c2)n1 (stereo not drawn)	0.3	-8	38
Cc1cccc(N(Cc2ccccc2)C(=O)c2ccc(F)c(S(=O)(=O)N3CCOCC3)c2)c1	-1.9	-33	4
O=C(Nc1ccccc1)N1CCCN(c2c(Cl)cncc2Cl)CC1	0.0	-16	4
c1ccc(-[n+]2nc(Nc3cccc4ccccc34)sc2-c2c3ccccc3cc3ccccc23)cc1	0.6	-18	26
CC(=O)c1ccc(OCCCC(=O)Nc2ccc3c(c2)OCCO3)cc1	-1.0	-6	12
O=C(c1c(F)cccc1F)N1CCN(c2ccccc2F)CC1	-1.3	-4	12
O=C(O)COc1ccccc1/C=N/NC(=O)c1ccc(F)cc1	-0.1	-5	16

Results in OX1R antag-1, for some of the entries so far:
molecule	OX1R antag-1
CCCS(=O)(=O)N1CCCC(C(=O)NCCCN(C)c2ccccc2)C1 (stereo not drawn)	-4
O=C(N/N=C/C1=Cc2ccccc2OC1)c1ccncc1	-9
COc1ccc(-c2csc(Nc3ccc(S(=O)(=O)Nc4cc(C)on4)cc3)n2)cc1C	8
O=C(CSc1nnc(CNC(=O)c2cccs2)o1)Nc1ccccc1	-13

(more compounds)
SMILES	STK33 inh	OX1R antag-1	OX1R antag-2
CC(Sc1nncs1)C(=O)Nc1ccc2c(c1)OCO2 (stereo not drawn)	-2.0	-12	3
CCOC(=O)Cn1cnc2sc3c(c2c1=O)CCC3	-0.2	-9	9
COc1ccccc1C(=O)Nc1ccnn1C1CCN(Cc2ccc3nonc3c2)CC1	0.9	-24	7
OCCCNC(=S)Nc1ccc2nc(-c3ccccn3)c(-c3ccccn3)nc2c1	-2.6	-13	75*
[O-][N+]12CCN(CC1)c1ccccc12	-0.2	2	17
CCN(c1ccccc1)S(=O)(=O)c1ccc(OC)c(NC(=O)c2ccc(=O)[nH]c2)c1	-2.1	-5	3
OC(COc1ccccc1)CN1CCCC1 (stereo not drawn)	0.7	-21	9
CC1CCCC(C)N1C(=O)COC(=O)CN1C(=O)c2ccccc2C1=O (stereo not drawn)	-0.7	-52	13
O=C(O)CC(Cc1ccccc1)C(=O)NCC12CC3CC(CC(C3)C1)C2 (stereo not drawn)	-3.5	8	12
Cc1cc(NC(=O)CCC(=O)N(c2ccccc2)C(C(=O)NC(C)(C)C)c2ccccc2Cl)no1 (stereo not drawn)	0.4	-47	20
NC(=O)CSc1nnc(C2CC2)n1-c1ccccc1	0.3	-12	9
COc1ccc2[nH]c(=O)c(CN(C(=O)C(C)C)c3ccccc3OC)cc2c1	-0.8	-14	7
CN(C)S(=O)(=O)N1CCN(C(=O)N2CCCCC2)CC1	-1.0	-6	4
CCOC(=O)C1Cc2c([nH]c3ccccc23)CN1 (stereo not drawn)	0.3	-17	9
Cc1ccc(Nc2nc(-c3ccncc3)nc3ccccc23)cc1	-1.2	-6	1

In a second layout: four of the compounds above.
COc1ccccc1C(=O)Nc1ccnn1C1CCN(Cc2ccc3nonc3c2)CC1
  STK33 inh: 0.9; OX1R antag-1: -24; OX1R antag-2: 7
OCCCNC(=S)Nc1ccc2nc(-c3ccccn3)c(-c3ccccn3)nc2c1
  STK33 inh: -2.6; OX1R antag-1: -13; OX1R antag-2: 75*
[O-][N+]12CCN(CC1)c1ccccc12
  STK33 inh: -0.2; OX1R antag-1: 2; OX1R antag-2: 17
CCN(c1ccccc1)S(=O)(=O)c1ccc(OC)c(NC(=O)c2ccc(=O)[nH]c2)c1
  STK33 inh: -2.1; OX1R antag-1: -5; OX1R antag-2: 3

Continuation:
SMILES	STK33 inh	OX1R antag-1	OX1R antag-2
Cc1cc(C(=O)N/N=C2\CCCC(=O)C2)c2ccccc2n1	0.1	-14	8
Cc1ccc(CNc2nc(N)c([N+](=O)[O-])c(NCc3ccccc3)n2)cc1	0.2	-25	12
O=C(Cc1ccccc1)N[C@H](c1ccccc1)P(=O)(O)CO	0.0	-4	6
CC(C)(C)c1cc(C(=O)N/N=C/c2ccccn2)n[nH]1	-0.6	-19	8
CCCN(CCC)S(=O)(=O)c1ccc2c(c1)CCCN2C(C)=O	-1.2	-30	14
O=C(NC(=S)Nc1ncc(Br)cc1Br)c1cncc(Br)c1	-0.2	-9	13
CC(C)CCNC(=O)c1c(CSc2ccc(Cl)cc2)noc1C(=O)NCc1ccccc1	-1.0	-16	6
COc1ccc(CNC(=O)c2ccc(CS(=O)Cc3cccc(Cl)c3)o2)cc1 (stereo not drawn)	-2.1	-34	4
CC(=O)Nc1ccc(OCCOc2ccc(/C=C3/C(=N)N4C=CSC4=NC3=O)cc2)cc1	-0.1	12	14
O=C(NN1CCOCC1)c1ccc(Br)s1	-0.3	11	1
CCCN(CC(=O)Nc1ccccc1C)C(=O)c1ccc(N2CCCC2=O)cc1	-0.1	-6	-1
O=C(NNC(=S)Nc1ccccc1C(F)(F)F)C1CC1	-0.4	7	10
CC(NC(=O)C1CCCC1)c1ccc(Br)cc1 (stereo not drawn)	-2.4	-14	23
Cc1nc2sc(C(c3ccc(Cl)cc3)N3CCOCC3)c(O)n2n1 (stereo not drawn)	-0.9	-11	2
O=C(O)CSCC(=O)N1CCc2c([nH]c3ccccc23)C1C(F)(F)F (stereo not drawn)	-0.1	-1	-3

Record cards, from the list above. Order of values: STK33 inh	OX1R antag-1	OX1R antag-2
`O=C(O)CC(Cc1ccccc1)C(=O)NCC12CC3CC(CC(C3)C1)C2` (stereo not drawn) is listed with -3.5	8	12
`CC(=O)OC(c1nc2ccccc2c(=O)n1C1CC2(OC1=O)c1ccccc1N1C(=O)C(C)(C)N(O)C12)C(C)C` (stereo not drawn) is listed with 3.2	-47	-3

(next part)
SMILES	STK33 inh	OX1R antag-1	OX1R antag-2
O=S(=O)(c1ccc(F)cc1)N1CCN(S(=O)(=O)c2cccs2)CC1	-0.7	3	12
COc1cc(Cl)ccc1OCc1cc(C(=O)N(C)CCc2cnn(C)c2)no1	0.1	-25	19
CCCNC(=O)CCn1cc(-c2ccc(OC)cc2)nc1-c1ccncc1	0.5	-13	17
CCOc1ccc(-c2nnc(SCC(=O)O)n2Cc2ccccc2)cc1	/	-13	10
O=C(NNC(=O)C12CC3CC(CC(C3)C1)C2)c1csc(N2CCOCC2)n1	-2.2	-14	21
CCN(CC(=O)Nc1ccc(OC)cc1)C(=O)Cc1ccsc1	-2.2	-12	6
C#CCSc1nc(=O)c2cccnc2n1-c1ccc(C)cc1	-0.2	-19	-1
Cc1ccc(C(N)=O)cc1S(=O)(=O)Nc1cccc(C)c1C	0.4	0	7
Cc1c(Cl)cccc1NC(=O)CNC(=O)c1ccc(F)cc1	0.2	1	27
COc1ccc(-n2c(CN3CCN(Cc4ccccc4)CC3)nc3ccc([N+](=O)[O-])cc3c2=O)c(OC)c1	1.0	-22	49
C[C@@H]1CN([C@@H](C)CO)C(=O)c2cc(NS(C)(=O)=O)ccc2O[C@@H]1CN(C)S(=O)(=O)c1ccccc1	/	-21	5
COc1ccc(N2CCN(S(=O)(=O)CCNC(=O)/C=C/c3ccccc3)CC2)cc1	-1.1	-21	18
O=C(Cc1cccc2ccccc12)Nc1cc(C(=O)O)cc(C(=O)O)c1	-3.1	-4	12
CC(C)Nc1nc(SC(C)C(=O)Nc2ccccc2)nc(N(C)C)n1 (stereo not drawn)	0.0	-26	20
C=C(C)[C@H]1CC=C(C)/C(=N/NC(=O)CNc2ccccc2OC)C1	0.2	-7	14
O=C1OCCC1Sc1nc(-c2ccccc2)cs1 (stereo not drawn)	-0.2	-16	15
N#Cc1c(Nc2ccccc2)sc(C(=O)c2ccc(F)cc2)c1N	0.8	-17	19
O=S(=O)(c1ccc(OCC(O)CN2CCCCC2)cc1)N1CCOCC1 (stereo not drawn)	-0.5	-17	-3
O=C(c1ccco1)N1CCN(c2ncnc3scc(-c4ccccc4)c23)CC1	1.1	-37	33
Cc1cc(C)c(S(=O)(=O)N2CCN(C(=O)c3cc(=O)[nH]c4ccccc34)CC2)c(C)c1	-0.7	-19	2
O=C(CSCc1ccc(F)cc1)NCc1ccco1	-0.1	-9	19

Compounds were not picked by outcome; 2.2% or so of the library scored in one or more.
